# PLK1 PBD inh = qHTS for Inhibitors of PLK1-PDB (polo-like kinase 1 - polo-box domain): Primary Screen | actives 2.8% (n = 360,000) | Potency, µM, inactives show max response, negative = inhibition, hits mostly inhibitors | Plk1 PBD binding of FITC phosphopeptide, fluorescence polarization | AID 720504, 2013 | Serine/threonine-protein kinase PLK1 (Homo sapiens), P53350; also: potency is read from the fitted curve at half-maximal effect; series mostly up to about 57 µM; % is scaled to controls: 0 for no effect and ±100 for the full control effect; nearly all actives have a fitted effect of over 65% in size
# IL2 activator = qHTS of IL-2 Activators; IL-2 activation reporter assay, cell-based qHTS; stimulated with anti-CD3/CD4/CD28 beads; in transgenic mouse T cells; AID 652025, 2013; actives 0.065% (n = 360,000); activation, % (series mostly up to about 46 µM); in the data active = activation above about 50%; inconclusive = mostly about 30% to 49%; also: 0% is about no effect
#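 Screening format: compound pinned onto unstimulated transgenic mouse T cells, 60 min incubation, then anti-CD3/anti-CD4/anti-CD28 bead stimulation for 18 hours at 37 degrees C, followed by EGFP and DsRed detection.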
# CCT chaperon mod = High-Throughput Screening for Modulators of Cytosolic Chaperonin Activity; purified chaperonin ATPase assay, HTRF ADP detection, 30 min; activity change, % (no concentration beside the values), hits read low; actives 0.3% (n = 360,000); AID 651819, 2012; in the data active = activity change below about -30%; also: % is scaled to controls: 0 for no effect and ±100 for the full control effect
#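 TRiC (40 or 20 nM final, by batch activity) in 30 mM Tris pH 7.4, 100 mM KCl, 5 mM MgCl2, 1 mM DTT was treated with compound at 76 uM single dose, then 10 uM ATP, 30 min at 37 °C. ADP was read by HTRF Transcreener.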
# PI5P4K alpha inh = qHTS for Inhibitors of phosphatidylinositol 5-phosphate 4-kinase (PI5P4K); PI5P4Kalpha enzyme, ADP-Glo luminescence, 60 min; hits give low values; max response, %; actives 1.2% (n = 330,000); AID 652105, 2013; active = max response of -50% or lower; inconclusive = between -30% and -50%; inactive = -30% or higher; also: value at the top dose of about 77 µM; % is scaled to controls: 0 for no effect and ±100 for the full control effect
#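 PI5P4Kalpha ADP-Glo assay; 5 microM ATP final; 60 min RT reaction; HEPES pH 7.4/EGTA/CHAPS, 5% DMSO; controls lacking substrate or enzyme; luminescent end-point.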
# WRN helicase inh = qHTS for Inhibitors of WRN Helicase; actives 0.46% (n = 360,000); Bifunctional 3'-5' exonuclease/ATP-dependent helicase WRN (Homo sapiens), Q14191; Potency, µM (top dose mostly 114 µM), inactives show at the top dose activity change, negative = inhibition, most hits filed as inhibitors; AID 651768, 2012; WRN helicase unwinding, fluorescent forked duplex, kinetic; also: potency is read from the fitted curve at half-maximal effect; % is scaled to controls: 0 for no effect and ±100 for the full control effect; nearly all actives have a fitted effect of over 55% in size
#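 Primary qHTS, 1536-well format. 20 nM WRN + compound, 15 min RT; start with 100 nM forked fluorophore/quencher duplex, 2 mM ATP (final); kinetic read ex 525/em 598 nm.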
# EPAC1 agonist = qHTS for Agonist of cAMP-regulated guanine nucleotide exchange factor 3 (EPAC1): primary screen | Rap guanine nucleotide exchange factor 3 (Homo sapiens), O95398 | EPAC1 agonist qHTS, biochemical assay; response scale: 100% = response to 6.5 mM cAMP | Potency, µM (highest dose often 154 µM), inactives show top-dose activation, actives largely listed as activators | actives 0.073% (n = 360,000) | AID 720707, 2013; also: potency is read from the fitted curve at half-maximal effect; nearly all actives have a fitted effect of over 60% in size
#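 Multi-concentration qHTS readout: loss of Rap1B-bound BODIPY-GDP fluorescence driven by 100 nM EPAC1 with excess GDP (50 uM), monitored kinetically at room temperature; agonist response expressed relative to 6.5 mM cAMP.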
# EPAC2 ag = qHTS for Agonist of cAMP-regulated guanine nucleotide exchange factor 4 (EPAC2): primary screen. Rap guanine nucleotide exchange factor 4 (Homo sapiens), Q8WZA2. EPAC2 activation, biochemical qHTS; response scale: 100% = 6.5 mM cAMP response. Potency, µM (top dose mostly 154 µM), for inactives: top-dose activation, most hits filed as activators. actives 0.079% (n = 360,000); also: potency is read from the fitted curve at half-maximal effect; nearly all actives have a fitted effect of over 50% in size
# Target sequence (Q8WZA2 whole entry, looked up): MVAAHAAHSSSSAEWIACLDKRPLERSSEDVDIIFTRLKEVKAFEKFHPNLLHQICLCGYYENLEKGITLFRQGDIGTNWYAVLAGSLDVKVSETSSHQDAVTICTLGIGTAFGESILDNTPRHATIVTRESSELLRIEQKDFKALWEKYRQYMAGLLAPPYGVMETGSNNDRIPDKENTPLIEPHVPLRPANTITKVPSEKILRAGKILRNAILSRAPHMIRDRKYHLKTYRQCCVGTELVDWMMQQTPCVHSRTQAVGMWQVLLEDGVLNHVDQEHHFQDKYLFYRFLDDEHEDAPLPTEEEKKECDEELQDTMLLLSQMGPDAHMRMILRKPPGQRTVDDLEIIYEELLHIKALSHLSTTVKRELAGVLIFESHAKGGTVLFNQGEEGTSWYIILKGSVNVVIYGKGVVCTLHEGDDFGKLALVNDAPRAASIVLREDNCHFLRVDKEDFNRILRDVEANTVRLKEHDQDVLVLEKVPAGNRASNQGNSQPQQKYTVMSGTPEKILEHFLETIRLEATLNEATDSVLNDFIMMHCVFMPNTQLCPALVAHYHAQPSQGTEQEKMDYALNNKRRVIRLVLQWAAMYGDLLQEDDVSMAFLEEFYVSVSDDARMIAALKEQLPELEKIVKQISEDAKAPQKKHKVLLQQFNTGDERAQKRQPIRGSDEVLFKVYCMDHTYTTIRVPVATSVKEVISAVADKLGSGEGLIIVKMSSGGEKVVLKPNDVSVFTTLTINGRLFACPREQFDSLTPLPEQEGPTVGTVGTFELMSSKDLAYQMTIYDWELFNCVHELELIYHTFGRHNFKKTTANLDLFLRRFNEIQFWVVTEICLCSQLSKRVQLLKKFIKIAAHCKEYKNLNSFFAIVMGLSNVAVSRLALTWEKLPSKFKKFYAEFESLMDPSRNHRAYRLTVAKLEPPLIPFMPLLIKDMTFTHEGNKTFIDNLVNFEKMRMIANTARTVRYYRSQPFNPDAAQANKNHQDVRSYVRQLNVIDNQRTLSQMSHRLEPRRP
#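 Exchange assay: 100 nM EPAC2 with 250 nM Rap1B-BODIPY-GDP and 50 uM GDP. Fluorescence (ex 480/em 540 nm) read every 5 min for 30 min at room temperature. Data normalized to 6.5 mM cAMP as agonist control.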
# EPAC1 antag = qHTS for Antagonist of cAMP-regulated guanine nucleotide exchange factor 3 (EPAC1): primary screen | Rap guanine nucleotide exchange factor 3 (Homo sapiens), O95398 | EPAC1 GEF assay, Rap1b-BODIPY-GDP exchange fluorescence | Potency, µM (highest dose often 115 µM), for the others: at the highest dose activity change, negative = inhibition, hits mostly inhibitors | actives 0.14% (n = 360,000) | AID 720709, 2013;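 also: potency is read from the fitted curve at half-maximal effect; plate controls were vehicle for no effect and positive control for full effect; nearly all actives have a fitted effect of over 50% in size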
# * marks the source's active call; other numbers are inactive results; ? = inconclusive; / = not tested or not shown; [ ] = dose if it differs, or a comment. Unless noted, calls follow the shape of the dose curve; as a rule, active = well fitted curve in the direction sought with a large enough effect; inconclusive = small, poorly fitted or top-dose-only effect, or another doubt; inactive = no such curve, though single readings can be large; an effect the other way counts as inactive or inconclusive. An excerpt; rates above refer to the full screens.
cpd | mol | PLK1 PBD inh | IL2 activator | CCT chaperon mod | PI5P4K alpha inh
1 | CCc1nc(SCC(=O)Nc2ccc([N+](=O)[O-])cc2)n[nH]1 | -7% | -2.0 | -1.1 | -1
2 | COc1ccc(CNC(=O)CN(c2ccc(C)cc2)S(=O)(=O)c2c(C)nn(C)c2C)cc1 | -5% | -1.3 | 1.1 | 3
3 | Cc1nn(CC(=O)Nc2ccc(Cl)cn2)c(C)c1Br | -3% | -1.2 | -1.0 | 6
4 | COc1ccc(Br)cc1/C=N/Nc1ccc(Cl)c(C(=O)O)c1 | ? | -0.1 | -2.6 | -13
5 | O=C(NCc1ccccc1C(F)(F)F)c1cccc2c1C(=O)c1ccc(N3CCCCC3)cc1S2(=O)=O | -1% | ? | -1.3 | 7
6 | COC(=O)c1cc(S(=O)(=O)N(C)C2CCCCC2)c[nH]1 | -3% | 0.1 | -1.4 | 2
7 | O=C(CCn1c2c(c3ccccc31)CCCC2)NNC(=O)c1ccc([N+](=O)[O-])cc1 | -1% | -0.6 | 1.5 | 1
8 | COc1ccccc1N1CCN(C(=O)C2CCC(CNS(=O)(=O)c3ccc(NC(C)=O)cc3)CC2)CC1 (stereo unspecified) | -10% | -2.0 | -6.2 | 10
9 | COc1cccc(NC(=O)c2ccc(CN3CCN(c4ccccc4)CC3)cc2)c1 | -7% | -0.6 | -4.0 | -24
10 | Cc1ccc(CNC(=O)c2c(-c3ccccc3)noc2C)cc1 | 3% | 0.1 | 1.7 | 3

cpd | WRN helicase inh | EPAC1 agonist | EPAC2 ag | EPAC1 antag
1 | 2% | 4% | 12% | -26%
2 | 0% | 10% | 6% | 21%
3 | 1% | -5% | -1% | 7%
4 | -26% | -2% | -2% | 6%
5 | 10% | 14% | 100µM* | 3%
6 | 4% | 6% | 8% | -22%
7 | -4% | 0% | -1% | 5%
8 | -6%[57.1 µM] | 7% | 4% | -9%
9 | -9% | 19% | 18% | -13%
10 | 4% | 12% | 2% | -17%

# Further entries
cpd | mol | PLK1 PBD inh | IL2 activator | CCT chaperon mod | PI5P4K alpha inh
11 | CCc1cccc2c(SC(C)C(=O)NCC3CCCO3)nc(-c3ccccc3)nc12 (stereo unspecified) | 2% | -1.2 | -1.0 | /
12 | CCOc1ccc(OCCC(=O)OCC(=O)Nc2cc(S(=O)(=O)N3CCOCC3)ccc2OC)cc1 | -4% | -0.5 | -3.4 | -2
13 | O=C(COC(=O)c1ccco1)Nc1ccc(Br)cc1 | 2% | 0.6 | 1.9 | /
14 | Cc1ccc(OCCCC(=O)Nc2ccc(N3CCOCC3)cc2)cc1 | -5% | -1.5 | 1.0 | -3
15 | O=C(N/N=C\c1cccc(Cl)c1)c1ccc(Cn2cc(Br)c([N+](=O)[O-])n2)o1 | -6% | -0.1 | 2.4 | 5
16 | CCN(CC(=O)N1CCC(C)CC1)S(=O)(=O)c1ccc(C)cc1 | 1% | -0.3 | -0.2 | 5
17 | CC1CCCN(CC(O)COc2ccc3c(c2)OCO3)C1 (stereo unspecified) | -8% | 1.8 | -1.4 | 6
18 | COc1ccc(NC(=O)Cc2c(F)cccc2Cl)cc1 | 4% | 0.2 | 1.2 | -1
19 | CCOC(=O)c1c(CN2CCN(Cc3ccccc3)CC2)n(C)c2cc(Br)c(OC)cc12 | -8% | 0.2 | 2.5 | 5
20 | CC(C)c1ccc(/C=C2\SC(=O)N(CC(=O)NC3CCS(=O)(=O)C3)C2=O)cc1 (stereo unspecified) | -13% | 0.5 | -0.8 | -11

cpd | WRN helicase inh | EPAC1 agonist | EPAC2 ag | EPAC1 antag
11 | 0% | -5% | -5% | 8%
12 | -7% | -2% | 4% | 4%
13 | -7% | 8% | 1% | 7%
14 | 2% | -4% | -8% | 7%
15 | 0% | -5% | -11% | -9%
16 | -6% | -15% | -1% | 8%
17 | 5% | -2% | 3% | 22%
18 | 0% | -3% | 2% | 5%
19 | 7% | 4% | 1% | 14%
20 | -3%[11.6 µM] | -9% | 7% | -14%

# Other entries follow:
cpd | mol | PLK1 PBD inh | IL2 activator | CCT chaperon mod | PI5P4K alpha inh
21 | CCN1C(=O)[C@H]2[C@@H](c3ccc(Cl)cc3)N3C(=O)CN(CCOC)C(=O)[C@@]3(C)[C@H]2C1=O | -9% | 1.3 | -3.8 | 3
22 | CCOC1=C2[C@H](c3ccccc3)N(S(=O)(=O)c3ccc(C)cc3)C[C@H]2n2c(=O)n(-c3ccccc3)c(=O)n2C1 | 5% | -0.1 | 0.6 | 10
23 | CCOC(=O)c1cc(S(=O)(=O)NCCc2ccccc2)cn1C | -21% | -1.4 | -2.0 | 0
24 | CC(C)(C)c1ccc(NC(=O)CSc2nnc(-c3n[nH]c4ccccc34)o2)cc1 | -4% | -0.3 | -1.0 | -2
25 | CCOC(=O)C(Cc1ccccc1)C(=O)NCc1cccnc1 (stereo unspecified) | 3% | -0.4 | 0.5 | 1
26 | CCN(Cc1ccccc1)c1cc2c(c3c1ccn3C)C1CCC2C1 (stereo unspecified) | -5% | 1.8 | 1.0 | 1
27 | Cc1ccc(S(=O)(=O)N2[C@@H](Cc3ccccc3)CO[C@H]2CC(=O)c2cccc3ccccc23)cc1 | -3% | 0.3 | / | 3
28 | Cc1ccc(S(=O)(=O)NN=C2C3CC4CC(C3)CC2C4)cc1 | 3% | -3.6 | -0.3 | 0
29 | Cc1ccc(N2CC(C(=O)Nc3cc(S(=O)(=O)N4CCCCC4)ccc3C)CC2=O)cc1 (stereo unspecified) | -13% | -4.9 | -1.7 | -26
30 | O=C(O)c1ccc2ncc(NC(=O)c3ccc(F)cc3)c(=O)n2c1 | 5% | -3.3 | 1.0 | -27

cpd | WRN helicase inh | EPAC1 agonist | EPAC2 ag | EPAC1 antag
21 | -5% | -2% | 5% | 11%
22 | -3% | 0% | -10% | 7%
23 | -3% | 4% | 7% | -12%
24 | -14% | 0% | -22% | -25%
25 | 1% | 12% | 4% | -2%
26 | -10% | -21% | 8% | -27%
27 | 1% | 15% | 8% | 6%
28 | -4% | 7% | 0% | 10%
29 | 2% | -1% | 15% | -5%
30 | -4% | 3% | 2% | 3%

# Additional results.
cpd | mol | PLK1 PBD inh | IL2 activator | CCT chaperon mod | PI5P4K alpha inh
31 | Nc1nncn1C(=O)c1cccs1 | -17% | 0.5 | -2.2 | 2
32 | CC(C)(O)C#Cc1ccc(CN2CCN(C3CCCCC3)C(CCO)C2)cc1 (stereo unspecified) | -10% | 1.7 | -0.5 | -1
33 | O=C(c1cccc(S(=O)(=O)N2CCOCC2)c1)N(Cc1ccco1)Cc1cccs1 | 1% | 0.1 | 0.9 | 0
34 | CC1(C)C(C=C(Cl)Cl)C1C(=O)OCc1cccc(Oc2ccccc2)c1 (stereo unspecified) | 2% | 0.7 | -2.8 | 15
35 | CCOc1ccc(NC(=O)CN(c2ccc(OC)c(OC)c2)S(=O)(=O)c2ccc(C)cc2)cc1 | 0% | -0.4 | -1.2 | 3
36 | COc1ccccc1Nc1nc(N)nc(CSC(=S)N2CCCCC2)n1 | -9% | -0.1 | -1.0 | 7
37 | NC(=O)C1CCN(c2ccc(S(=O)(=O)N3CCCCC3)cc2[N+](=O)[O-])CC1 | 4% | 2.3 | 1.8 | 2
38 | Cc1ccc(C)c(N(CC(=O)NN=C2CCN(C)CC2)S(=O)(=O)c2ccccc2)c1 | 1% | -1.3 | 0.5 | -5
39 | O=C(Cc1ccc([N+](=O)[O-])cc1)c1c(O)cc(O)cc1O | -13% | -0.7 | 0.6 | -15
40 | CC(NC(=O)c1cccs1)c1nnc(SCc2ccc(Cl)cc2Cl)n1C (stereo unspecified) | -1% | -0.1 | 0.5 | 3

cpd | WRN helicase inh | EPAC1 agonist | EPAC2 ag | EPAC1 antag
31 | 6% | 3% | -2% | -14%
32 | -2% | 0% | 4% | -12%
33 | 2% | -1% | 3% | 14%
34 | 6% | -7% | 13% | -5%
35 | -5% | 3% | -2% | -7%
36 | -8% | 1% | 19% | -20%
37 | -19% | 5% | -3% | 0%
38 | -9% | 10% | -7% | -6%
39 | -14% | 8% | 9% | 7%
40 | -14% | -2% | -2% | 9%

# Further results.
cpd | mol | PLK1 PBD inh | IL2 activator | CCT chaperon mod | PI5P4K alpha inh
41 | C=C1C(C(=O)Nc2ccc(OC)cc2)C1C(=O)Nc1ccc(OC)cc1 (stereo unspecified) | -11% | -1.2 | -1.2 | 1
42 | Cn1cc(NC(=O)OCc2ccc(Cl)cc2)c(C(F)(F)F)n1 | 5% | -0.4 | 0.0 | 2
43 | COc1ccc(C(=O)N2CCN(c3ccc([N+](=O)[O-])c(NCCc4ccc(OC)c(OC)c4)c3)CC2)cc1 | 6% | 0.3 | -2.4 | -2
44 | CCN(CC)C(=O)Cn1cc(C(=O)C(=O)NCCc2ccc(S(N)(=O)=O)cc2)c2ccccc21 | ? | 0.8 | -1.3 | 6
45 | COC(c1ccccc1)c1nnc(CCC(=O)N(C)CCc2ccccc2)o1 (stereo unspecified) | -5% | -0.2 | -1.2 | -8
46 | O=C(CCN1C(=O)c2ccccc2C1=O)Nc1ccc2c(c1)OCCO2 | -9% | 0.1 | 0.1 | /

cpd | WRN helicase inh | EPAC1 agonist | EPAC2 ag | EPAC1 antag
41 | 2% | 20% | 9% | -12%
42 | 9% | -2% | 4% | 0%
43 | ? | -2% | 10% | 20%
44 | 1% | -7% | -17% | -16%
45 | 1% | -10% | -3% | -7%
46 | -4% | 17% | 4% | -16%
